KKLEB cytotox – reduces viability of KKLEB cystic fibrosis airway cells; KKLEB CF airway cells viability, ATPlite luminescence, overnight; stronger effect = lower value; cells stimulated with P. aeruginosa culture filtrate; activity change (cytotoxicity), % at 5 µM; 360,000 compounds, 0.36% hits; AID 602141;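 active = corrected activity change at or below -50% at 5 µM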
NR2E3 ag-1 – activates human photoreceptor nuclear receptor NR2E3 | AID 2300 | 320,000 compounds, 0.12% hits | GST-NR2E3/biotin-RetCOR TR-FRET, 1536-well | Q9Y5X4 | inhibition of corepressor binding, % at 4.78 µM;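 active = percent inhibition above the cutoff of mean plus 3 SD of all tested compounds, set per screening campaign, cut at about 20% in these data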;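 note: 0% = DMSO wells and 100% = biotin wells as full block of FRET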
Target sequence (Q9Y5X4 whole entry, looked up): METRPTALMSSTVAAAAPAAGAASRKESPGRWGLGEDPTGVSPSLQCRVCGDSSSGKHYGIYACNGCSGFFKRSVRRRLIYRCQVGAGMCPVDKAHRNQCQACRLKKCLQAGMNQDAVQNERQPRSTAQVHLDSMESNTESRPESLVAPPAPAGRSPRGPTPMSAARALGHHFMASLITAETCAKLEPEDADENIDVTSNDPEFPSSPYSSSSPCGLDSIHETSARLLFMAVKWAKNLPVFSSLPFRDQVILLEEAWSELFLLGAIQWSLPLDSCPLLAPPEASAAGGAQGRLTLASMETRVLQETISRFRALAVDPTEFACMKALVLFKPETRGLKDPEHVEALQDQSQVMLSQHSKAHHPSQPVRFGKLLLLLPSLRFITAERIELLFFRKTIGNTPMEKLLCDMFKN
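System: GST-NR2E3 and biotin-RetCOR proteins; probe or stimulus: 7 nM biotin-RetCOR; doses: compound at 4.8 µM, single dose; schedule: Compound–protein incubation for 5 h at 4 °C; detection: time-resolved FRET; read-out: percent inhibition; controls: biotin wells as high control, 0.6% DMSO wells as low control; format: 1536-well plates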
Shn3 inh set2 – inhibitors of Schnurri-3 3'UTR reporter in osteoblasts | Clone20 osteoblast Shn3 3'UTR firefly luciferase, 24 h | 360,000 compounds, 0.52% hits | inhibition, % at 12.5 µM | AID 588674;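 active = mean inhibition of at least 75% with every replicate also reaching 75%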;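 note: 0% = median of neutral control wells and 100% = pilot-screen positive control compound; some compounds past the cut are filed as inactive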
HIF-2a block – inhibitors of HIF-2a; AID 624352; 786-0 RCC cells HIF-2a reporter, luciferase luminescence, overnight; inhibition, % at 18.8 µM; 360,000 compounds, 0.72% hits;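 active = inhibition of the luminescence signal of 40% or more relative to plate controls, in a single-dose primary screen at 18.75 µM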
hiPSC survival – hiPSC single-cell survival enhancement; ATPlite luminescence; 100% = ROCK inhibitor wells, 0% = DMSO; survival enhancement, % at 20 µM; 360,000 compounds, 0.044% hits; in the data active = survival enhancement above about 18%;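 note: cells exposed to compounds for 16 hours before the ATP read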
Peg3 promoter – reduces Peg3 promoter-driven luciferase expression in HeLa; HeLa PEG-Prom luciferase reporter, luminescence, overnight; inhibition, % at 20 µM; 360,000 compounds, 1.7% hits;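 active = inhibition of at least 50% at 20 µM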
MITF TRPM1 inh – reduces MITF-dependent TRPM1 promoter luciferase signal; 330,000 compounds, 0.83% hits; SK-MEL-5 TRPM1 promoter luciferase, 24 h; inhibition, % at 12.5 µM;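 active = mean inhibition across replicates of 60% or more, whatever share of single replicates reaches that level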; note: values of inactives mirror those of a sister screen read the other way
LMP1 NFkB inh – inhibitors of Epstein-Barr LMP1-induced NF-kappaB reporter; inhibition, % at 12.5 µM; LMP1-induced NF-kappaB luciferase reporter cells, luminescence; 350,000 compounds, 0.69% hits; in the data active = inhibition above about 41%;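 note: 0% = neutral control wells and 100% = reference inhibitor control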
CF NFkB inh – cystic fibrosis NF-kB activation inhibition | inhibition, % at 5 µM | 360,000 compounds, 0.86% hits | AID 588850 | KKLEB NF-kB-GFP reporter, PAF-induced, GFP fluorescence overnight;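 active = at least 50% inhibition at 5 µM, scaled per plate between neutral and stimulator controls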;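 note: PAF is a Pseudomonas aeruginosa culture filtrate used as stimulus; plate controls were PAF-stimulated DMSO wells for no effect and unstimulated DMSO wells for full effect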
NR2E3 ag-2 – agonists of human NR2E3 nuclear receptor; CHO-S Gal4-NCOR/VP16-NR2E3 two-hybrid, luciferase; AID 602229; Q9Y5X4; 360,000 compounds, 0.35% hits; inhibition of corepressor binding, % at 3.98 µM;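 active = inhibition above the mean of all tested compounds plus 3 SD, cut at about 70% in these data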;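 note: 0% = DMSO with NR2E3 transfected cells and 100% = cells lacking NR2E3 construct; higher means lower luciferase signal from less NR2E3 corepressor binding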
C8 TRAIL sens – caspase-8 TRAIL sensitization; NB7+C8 cells + TRAIL, ATPlite viability luminescence; inhibition (viability loss, TRAIL sensitization), % at 10 µM; 360,000 compounds, 1% hits;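 active = compounds causing at least 50% loss of cell viability in the single-dose screen, relative to plate controls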
* hit, by the source's call; nt = no result given.

SMILES	KKLEB cytotox	NR2E3 ag-1	Shn3 inh set2	HIF-2a block	hiPSC survival	Peg3 promoter	MITF TRPM1 inh	LMP1 NFkB inh	CF NFkB inh	NR2E3 ag-2	C8 TRAIL sens
CN(C)CCC(=O)c1ccc(Cl)cc1	-4	0	-9	6	0.8	11	-5	1	6	-17	21
Cc1ccc2c(c1)/C(=N/N1C(=O)c3ccccc3C1=O)C(=O)N2	10	0	2	14	0.2	10	4	-1	6	-34	1
Cc1ccccc1-c1nnc(SCC(=O)N2CCCC2)o1	2	1	-26	-188	-0.5	-229	-45	-22	1	-47	7
CC(=O)Nc1ccc(N=Nc2ccccc2)cc1[N+](=O)[O-]	12	nt	-43	-244	1.2	-240	nt	nt	-43	-44	4
Cc1ccc(-c2nc3cccnc3s2)cc1NS(=O)(=O)c1ccc2c(c1)CCCC2	-1	5	4	-23	15	-8	-7	-7	17	-16	-1
CCOC(=O)c1c(CC(C)C)csc1/N=C/C1C(=O)CCCC1=O	-29	-4	0	8	3.3	28	5	-3	16	-12	-8
Cc1ccc(C)c(CSc2nnc(C)c(=O)n2N)c1	-7	-10	-18	18	-0.7	12	-7	4	-3	-1	-4
CCOC(=O)C1=C(N)N(c2ccccc2)C2=C(C(=O)CCC2)C1c1cccnc1 (stereo not given)	-2	-3	-6	10	-0.8	19	7	-1	5	-45	4
COC(=O)[C@H](CC(C)C)NC(=O)Cn1cnc2c(OCc3ccccc3)ncnc21	2	nt	-5	-2	-1.8	14	-10	-2	-7	-3	10
COCCNC(=S)Nc1ccc2[nH]c(=O)[nH]c2c1	2	2	-11	-1	-0.7	-10	7	5	4	-4	7
C=CCC1(CC=C)CCCN1C(=O)CC1C(=O)NCCN1Cc1ccc(OC)c(OC)c1 (stereo not given)	-8	4	-26	8	-1.0	2	2	-6	18	-30	-4
CCOC(=O)c1cccc(S(=O)(=O)N(CCO)Cc2cc3cc(OC)ccc3[nH]c2=O)c1	-8	0	2	6	-1.6	18	15	-3	5	-15	-9
O=C(c1cccc(Cl)c1)N1CCC2CC1c1cc(-c3ccccc3)ccc12 (stereo not given)	0	nt	-14	6	0.6	8	2	-5	0	-10	5
COc1cc(Cn2c3ccc(NC(=O)CCc4ccccc4)cc3c(=O)n2C)ccc1F	-20	nt	26	9	0.5	-28	nt	nt	43	-27	1
O=[N+]([O-])c1ccc(-c2nc(-c3cccs3)c(-c3cccs3)[nH]2)cc1	-4	0	2	-14	0.0	43	4	-6	2	1	16
Cc1ccc(N2C(=O)CC(NCc3ccc4c(c3)OCO4)C2=O)cc1Cl (stereo not given)	-2	0	-43	-45	-4.1	-16	-2	-11	-10	-34	-6
COc1ccc([C@H]2CC(=O)C=C(c3cccc(C(F)(F)F)c3)C2)cc1	-23	-2	-8	-85	0.5	-33	1	-8	7	8	8
Cc1cccc(OCC(=O)Nc2ccc(CN3CCOCC3)cc2)c1C	13	0	5	1	0.5	3	-2	6	-7	-18	7
CC(C)(C)c1ccc(SCCc2ccccn2)cc1	8	-1	-72	-267	-0.3	-272	-90	-22	-19	-95	10
O=c1c2ccccc2nc(SCc2nnc(-c3ccccc3)o2)n1-c1ccc(F)cc1F	-1	0	-19	0	0.3	2	-4	-2	-10	30	1
CCC(C)Nc1ccc(NC(C)CC)cc1 (stereo not given)	-37	-5	89*	19	-1.3	65*	97*	22	60*	-24	77*
COc1ccc(N(/N=C2\Sc3ccccc3C2=O)C(C)=O)cc1	-9	nt	-96	-232	-1.7	-238	-14	-28	6	2	7
COc1ccccc1OCCNC(=O)c1cc(=O)[nH]c2ccccc12	12	1	0	4	0.8	-11	-15	-1	-10	6	-3
CCCCSc1nc2c(cc1C#N)CCC2	-4	7	-4	-24	-4.3	-9	-16	-7	2	-8	4
CCOc1ccc(OCC)c(S(=O)(=O)n2cnc(C)c2)c1	-5	1	3	14	0.8	12	-8	-1	25	-13	16

More entries follow:
SMILES	KKLEB cytotox	NR2E3 ag-1	Shn3 inh set2	HIF-2a block	hiPSC survival	Peg3 promoter	MITF TRPM1 inh	LMP1 NFkB inh	CF NFkB inh	NR2E3 ag-2	C8 TRAIL sens
Nn1c(-c2ccccn2)nnc1-c1ccccn1	4	-3	-56	-140	-0.8	-132	-59	-14	6	-59	9
Cc1c(NP(=O)(Oc2ccccc2F)Oc2ccccc2F)c(=O)n(-c2ccccc2)n1C	6	1	16	8	-0.9	-3	-2	-1	-14	15	-5
CSc1nc2c(c(=O)[nH]1)C(c1cccc(Cl)c1Cl)CC(=O)N2 (stereo not given)	-1	6	20	3	-1.1	12	-3	2	-2	-32	6
COc1cc(F)ccc1CN1CCC(n2nccc2NC(=O)C2CCOC2)CC1 (stereo not given)	2	0	5	19	0.2	14	1	1	0	-10	-1
CCN(CC)C(=O)c1c(-c2ccccc2)oc2ccc(O)cc12	3	6	-11	12	0.6	23	9	4	-5	-9	5
Cc1ccc(C)c(NC(=S)NNC(=O)c2ccco2)c1	11	-3	0	-17	0.0	1	11	-2	-18	4	6
Cc1ccc(-c2nc(=S)c3c(n2Cc2ccco2)CC(C)(C)OC3)cc1	-5	9	50	38	-0.5	20	-1	-7	-16	12	10
CC/C(=N\NC(=O)c1cc(C)oc1C)c1ccc(OC(F)F)cc1	-7	nt	-3	9	0.6	11	nt	9	-12	-46	-7
Cc1ccc(OCCNC(=O)c2ccc3ccccc3n2)cc1	10	0	-10	-133	0.2	-103	4	-2	-17	-31	7
C/C(=N/NC(=O)c1ccc(Br)o1)c1cccs1	6	nt	-171	-192	0.8	-218	-61	-18	-5	-92	-3
Cc1noc(C)c1C(=O)Nc1nnc(CC(C)C)s1	-5	0	10	15	0.3	4	15	0	0	-9	4
CCCCn1c(N)c(N(CCOC)C(=O)C2CCN(c3ncnc4sc(C)c(C)c34)CC2)c(=O)[nH]c1=O	-9	-1	-1	7	2.4	-3	-2	7	17	-11	-5
CCOC(=O)C1=C(C)OC(N)=C(C#N)C1c1cc2cc(C)ccc2nc1N1CCCCC1 (stereo not given)	1	9	-9	-42	0.2	-34	-11	-33	-8	-26	-3
CCOC(=O)CCCCCC(=O)Nc1ccc2c(c1)CC(=O)N([C@H](C)CO)C[C@@H](C)[C@H](CN(C)Cc1ccc3c(c1)OCO3)O2	16	nt	-10	2	4.4	-14	4	2	-11	-15	-2
COc1cccc(NC(=S)NN2C(C)CCCC2C)c1 (stereo not given)	-1	-2	10	7	-0.7	7	9	3	0	-27	-9
O=C(COc1ccc(-c2ccccc2)cc1)N/N=C/c1cc(O)ccc1Br	27	-6	9	-103	0.9	-102	-9	-1	-28	-1	3
NC(=O)c1ncn([C@@H]2O[C@H](CNS(=O)(=O)c3cc4ccccc4s3)[C@@H](O)[C@H]2O)n1	3	nt	-10	7	0.6	6	7	-5	6	-36	-14
C/C(=N\NC(=O)c1cccnc1)c1ccc(OC2OCCOC2Oc2ccc(/C(C)=N/NC(=O)c3cccnc3)cc2)cc1 (stereo not given)	9	3	14	8	-1.1	18	-1	3	-26	-3	-12
Cc1cccc(OCCNC(=O)c2ccc(Cl)c(S(=O)(=O)NCc3cccnc3)c2)c1	-22	3	15	11	-0.4	31	25	0	32	-34	2
CCN(CC)CCNC(=O)c1ccc(NC(=O)c2ccccc2-c2ccc(C(F)(F)F)cc2)cc1	-6	3	6	14	-0.6	35	-63	-22	9	-5	7
CC(C)c1ccc(NC2CCCN(C(=O)c3ccncc3)C2)cc1 (stereo not given)	-9	3	8	3	0.7	10	1	-13	2	-10	0
Cc1ccc(S(=O)(=O)N2CCCCC2)cc1C(=O)N1CCN(CCO)CC1	-1	0	3	-5	-1.7	4	-3	-5	19	-7	-6
CCOC(=O)c1ccc(NNC(=O)CC)c([N+](=O)[O-])c1	3	-1	0	10	4.6	1	9	-4	10	10	-10
CCn1cc(C(=O)NCCCOC)c(=O)c2cc(S(=O)(=O)N3CCCC3)ccc21	18	1	-10	16	-0.6	10	10	-4	-32	-21	4
CC(=O)Nc1cccc(NC(=O)CSc2nnc(Cc3cccn3C)n2-c2ccc(C)cc2)c1	-2	-3	12	-12	7.6	2	16	-6	-4	-17	-28

Next section
SMILES	KKLEB cytotox	NR2E3 ag-1	Shn3 inh set2	HIF-2a block	hiPSC survival	Peg3 promoter	MITF TRPM1 inh	LMP1 NFkB inh	CF NFkB inh	NR2E3 ag-2	C8 TRAIL sens
COc1cc(OCc2ccccc2)c(CC(=O)O)c([N+](=O)[O-])c1	0	nt	-15	-9	4.6	-6	nt	-2	-26	-28	-5
ONC(=Nc1ccccc1)C(=Nc1ccccc1)NO	3	6	18	-1	2.4	-16	-10	-3	2	-2	-24
N#Cc1ccccc1NC(=O)c1cc(=O)c2ccccc2o1	-1	-2	-39	-165	-0.7	-123	-30	-7	23	-45	-10
O=C(OCCC1Oc2cccnc2NC1=O)c1ccc(F)cc1 (stereo not given)	1	1	19	21	-1.2	-5	1	-6	5	-11	3
CC(C)OC(=O)CC(=O)CSc1nc2c(c(-c3cccs3)c1C#N)CCC2	4	17	-29	13	1.4	-5	8	2	2	-15	2
CCOC(=O)c1c(NC(=O)C(C)NCc2ccco2)sc2c1CCC(C)C2 (stereo not given)	-14	5	8	10	-2.8	15	7	-4	2	-8	3
COC(=O)c1sccc1NC(=S)N1CCN(c2cccc(C)c2C)CC1	-1	2	-6	22	1.0	31	0	3	0	-7	-3
C[N+](C)(C)CCCNC(=O)c1ccc(/C=N/O)nc1	1	0	1	9	4.8	1	4	-11	0	-5	-2
CCOc1ccc(OCC)c(NC(=O)C2CCN(S(=O)(=O)c3cnc[nH]3)CC2)c1	13	-1	-1	6	-2.2	5	5	-1	-23	-26	2
CCCn1c(=O)cc(N)n(-c2ccc(OC(F)(F)F)cc2)c1=O	-1	4	-7	9	5.0	5	13	4	-15	21	-7
Cc1ccccc1C(=O)NCC(=O)NNC(=S)NC(=O)c1ccccc1C	-13	-1	1	10	-1.3	9	-1	-7	6	-27	6
CC(C)[C@H](NC(=O)c1cccc(S(=O)(=O)N2CCOCC2)c1)C(=O)Nc1nc2ccccc2s1	8	2	-38	-121	2.0	-136	-10	-17	2	-37	-1
c1ccc(CCc2ccccc2-c2nc(-c3cccnc3)no2)cc1	-2	3	8	-2	5.0	-21	2	-7	4	-17	10
CCC(=O)N1CCc2cc(Br)cc(S(=O)(=O)N3CCCC(C(=O)NC(C)(C)C)C3)c21 (stereo not given)	-3	3	18	7	-0.4	18	5	0	-1	-9	-15
Cc1cccc2sc(NC(=O)c3ccc(NS(=O)(=O)c4cccs4)cc3)nc12	13	0	1	-30	0.0	2	9	3	-38	14	2

Whole records, looked up by structure. Screens in order: KKLEB cytotox	NR2E3 ag-1	Shn3 inh set2	HIF-2a block	hiPSC survival	Peg3 promoter	MITF TRPM1 inh	LMP1 NFkB inh	CF NFkB inh	NR2E3 ag-2	C8 TRAIL sens
Cc1ccccc1C(=O)NCC(=O)NNC(=S)NC(=O)c1ccccc1C is listed as -13	-1	1	10	-1.3	9	-1	-7	6	-27	6
N#Cc1ccccc1NC(=O)c1cc(=O)c2ccccc2o1 is listed as -1	-2	-39	-165	-0.7	-123	-30	-7	23	-45	-10

Some of the compounds tested (hit frequency here may not be typical).
